# High-throughput results: PubChem BioAssay, several laboratories
# TLR4-MyD88 BLA = TLR4-MyD88 interaction inhibition in cells. O00206+Q99836. HeLa CL3-4 TLR4/MyD88 BLA complementation, FRET ratio. inhibition, % at 8.4 µM. 200,000 compounds, 0.18% hits. AID 861; in the data active = inhibition above about 25%;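 note: 0% = vehicle and 100% = reference inhibitor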
# Target sequence (O00206 whole entry, looked up): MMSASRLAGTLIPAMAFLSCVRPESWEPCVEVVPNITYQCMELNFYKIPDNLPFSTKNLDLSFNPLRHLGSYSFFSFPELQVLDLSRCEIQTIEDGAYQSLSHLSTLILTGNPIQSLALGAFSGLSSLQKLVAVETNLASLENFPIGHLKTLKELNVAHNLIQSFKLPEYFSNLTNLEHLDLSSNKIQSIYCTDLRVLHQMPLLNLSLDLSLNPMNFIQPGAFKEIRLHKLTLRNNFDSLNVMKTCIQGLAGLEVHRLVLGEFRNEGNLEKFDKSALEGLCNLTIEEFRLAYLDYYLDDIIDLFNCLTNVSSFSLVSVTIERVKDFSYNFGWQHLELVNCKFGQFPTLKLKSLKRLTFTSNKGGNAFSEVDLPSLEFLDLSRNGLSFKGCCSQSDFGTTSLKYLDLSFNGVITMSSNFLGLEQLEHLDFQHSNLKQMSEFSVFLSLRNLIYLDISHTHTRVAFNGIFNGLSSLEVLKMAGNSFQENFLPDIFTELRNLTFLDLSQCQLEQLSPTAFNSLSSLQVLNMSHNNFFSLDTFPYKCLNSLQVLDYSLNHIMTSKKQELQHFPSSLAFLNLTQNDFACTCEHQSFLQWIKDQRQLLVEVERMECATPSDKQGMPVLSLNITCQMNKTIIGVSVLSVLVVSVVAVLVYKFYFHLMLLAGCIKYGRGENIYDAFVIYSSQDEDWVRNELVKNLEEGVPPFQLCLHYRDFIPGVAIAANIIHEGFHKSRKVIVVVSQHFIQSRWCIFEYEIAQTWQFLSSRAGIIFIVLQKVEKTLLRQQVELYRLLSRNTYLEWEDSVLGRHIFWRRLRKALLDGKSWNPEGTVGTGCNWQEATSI
# Target sequence (Q99836 whole entry, looked up): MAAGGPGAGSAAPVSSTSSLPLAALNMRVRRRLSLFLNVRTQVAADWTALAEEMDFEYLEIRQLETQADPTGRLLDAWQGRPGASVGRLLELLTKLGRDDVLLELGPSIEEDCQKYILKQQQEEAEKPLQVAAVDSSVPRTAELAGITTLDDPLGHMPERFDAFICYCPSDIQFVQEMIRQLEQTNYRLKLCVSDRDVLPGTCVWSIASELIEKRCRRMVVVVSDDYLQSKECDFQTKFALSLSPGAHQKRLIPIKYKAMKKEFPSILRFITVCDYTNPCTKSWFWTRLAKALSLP
# STAT1 blocker = STAT1 signaling inhibition; AID 920; NIH 3T3 STAT1-luciferase reporter, IFN-gamma, luminescence; 200,000 compounds, 0.35% hits; inhibition, % at 5.5 µM;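 active = inhibition above a set limit, the mean inhibition across all tested compounds plus 3 SD, cut at about 34% in these data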;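 note: 0% = IFN-gamma with DMSO and 100% = IFN-gamma with 300 µM nifuroxazide; values of inactives mirror those of a sister screen read the other way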
# APP 5'UTR act = activates APP 5'UTR luciferase reporter | SH-SY5Y APP 5'UTR luciferase reporter, luminescence; zero percent = DMSO vehicle wells | activation, % at 2 µM | 190,000 compounds, 1% hits;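 active = activation above a set limit, based on mean plus 3 SD of controls, cut at about 140% in these data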; note: values of inactives mirror those of a sister screen read the other way
# DTT redox prof = compounds producing H2O2 with reducing agent – biochemical, NIH compound library profiling, artefact control for MLSCN library redox annotation, primary screen | 200,000 compounds, 0.03% hits | DTT-dependent redox cycling H2O2, phenol red/HRP absorbance; 100% = 100 µM peroxide control, 0% = buffer | activation, % at 10 µM | AID 878;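 active = activation of at least 50% relative to the plate's high and low controls in the primary single-dose screen; inactive = activation below 50%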;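 note: compound incubated with DTT at 0.8 mM final as the reducing agent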
# STAT1 activator = STAT1 signaling activation | NIH 3T3 STAT1-luciferase reporter, IFN-gamma, luminescence; 100% = IFN-gamma alone, no compound | activation (% of control), % at 5.5 µM | 200,000 compounds, 2.6% hits | AID 932;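 active = activation above the screen-wide mean activation plus 3 SD, cut at about 130% in these data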;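 note: raw ratio to IFN-gamma control signal so 100% means no change and 0% no light; values of inactives mirror those of a sister screen read the other way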
# STAT3 activator = STAT3 signaling activation | U3A cells, IL-6 STAT3-luciferase reporter, luminescence; 100% = signal with IL-6 EC80 alone | activation (% of control), % at 5.6 µM | 190,000 compounds, 0.91% hits;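 active = activation above the screen-wide mean of compound activation plus 3 SD, cut at about 130% in these data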;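 note: 0% = background luminescence of wells with medium and substrate only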
#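 Assay system – human STAT1-deficient U3A cells with stable STAT3-luciferase reporter · Also added – IL-6 (33 ng/mL) · Schedule – compound 1 h, then IL-6 6 h at 37 °C · Technique – reporter luminescence signal · Evaluation – % activation versus median of IL-6-stimulated wells · Benchmarks – IL-6-only wells as 100% reference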
# Efa HMGR inh = inhibitors of class II HMG-CoA reductase from Enterococcus faecalis. purified E. faecalis HMGR, NADPH absorbance 340 nm kinetic. inhibition, % at 10 µM. 190,000 compounds, 0.41% hits. AID 1066;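 active = inhibition above a set limit, the median over all tested compounds plus 3 SD, cut at about 9.5% in these data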;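 note: enzyme runs in reverse so mevalonate oxidation gives rising NADPH absorbance; 0% = complete reaction with DMSO and 100% = background rate lacking mevalonate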
# NF-kB expr up = NF-kB expression increase, human neuronal cells. NF-kB reporter expression; active compounds read high. fold change at 12.5 µM. 190,000 compounds, 1.6% hits; in the data active = fold change above about 3.3
# STAT3 inh = reduces IL-6 driven STAT3 reporter signal | U3A cells, IL-6 STAT3-luciferase reporter, luminescence; host cell line lacks STAT1 | inhibition, % at 5.5 µM | 190,000 compounds, 0.89% hits;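 active = inhibition above the mean inhibition across all screened compounds plus 3 SD, cut at about 44% in these data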;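 note: 0% = DMSO only wells and 100% = 100 µM nifuroxazide control wells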
# Hsp70 act = Hsp70 transcriptional activation, primary screen. HeLa Hsp70 promoter luciferase reporter, luminescence; scaled: vehicle 0, proteasome-inhibitor control 100%. activation, % at 10 µM. 200,000 compounds, 0.04% hits. AID 1203;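 active = activation above the mean across all tested compounds plus 3 SD, cutoff set per campaign, cut at about 5.5% in these data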;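 note: 100% = MG132 at 30 µM as the positive control and 0% = DMSO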
# Starred values were filed as active, the others as inactive; nt = no result given. Some of the compounds tested; count on the stated rates, not on these rows.
SMILES,TLR4-MyD88 BLA,STAT1 blocker,APP 5'UTR act,DTT redox prof,STAT1 activator,STAT3 activator,Efa HMGR inh,NF-kB expr up,STAT3 inh,Hsp70 act
O=C1NC(=O)C(=Cc2ccc(OCC(=O)N3CCOCC3)cc2)C(=O)N1,6,1,8,0.0,99,105,-2,1.1,-9,-0.1
CCOc1cc2[nH]c(=S)n(CCCC(=O)N3CCC4(CC3)OCCO4)c(=O)c2cc1OCC,-5,5,-8,3.1,95,105,-4,0.96,-1,-0.2
C[C@@H]1CC2(CCCC[N+]2(C)C)C[C@H]1C,-13,-6,-3,0.2,103,98,3,1.2,11,-0.1
CC(C)NS(=O)(=O)c1ccc(OCC(=O)N2CCN(Cc3ccc4c(c3)OCO4)CC2)c(Cl)c1,-3,16,-18,0.0,85,81,-1,0.73,23,-0.5
CCN(C(=O)CN1CC=C(c2ccccc2)CC1)c1c(N)n(Cc2ccccc2)c(=O)[nH]c1=O,0,-4,7,-1.3,102,101,-11,1.1,4,-0.3
COc1ccc(CCNCc2sccc2C)cc1OC,-8,2,4,-0.6,97,99,-3,nt,7,0.1
Nc1c2c(nc3sc4c(c13)CCCCC4)CCCC2,6,-25,102,0.0,122,104,1,1.3,-4,0.6
CN1C(=O)C(=Cc2ccc(N3CCOCC3)o2)C(=O)N(C)C1=O,-9,-1,12,0.0,101,103,2,1.6,-3,-0.3
c1cnc(N2CCNCC2)nc1,12,-3,15,0.0,102,96,-2,1.2,7,0.0
CC(=O)Nc1ccccc1C(=O)OCc1ccccc1F,0,-54,3,-0.2,145*,101,4,0.99,4,0.1
CN1CCc2nc3sc(C#N)c(N)c3c(-c3cccs3)c2C1,-2,2,-11,0.1,98,84,-2,0.89,26,-0.3
Cc1ccc(-n2c(O)c(C=Nc3ccc(S(N)(=O)=O)cc3)c(=O)[nH]c2=O)cc1,6,6,24,-1.8,94,101,1,0.94,3,-0.3
CCN1CCN(c2ccc(N)c(C)c2)CC1,11,-2,8,0.1,99,96,2,1.1,10,0.0
Cc1c(C(=O)N2CCC3(CC2)OCCO3)sc2ncnc(N(C)c3ccccc3)c12,0,0,18,-0.6,100,102,0,1.1,1,-0.3
CC(C)(C)C(=O)c1cn(CC(=O)NCc2ccco2)c2ccccc12,3,-24,12,0.0,123,115,-3,1.9,-14,-0.2
CC(C)CNC(=O)c1c(N)n(Cc2ccco2)c2nc3ccccc3nc12,-20,0,-5,0.8,101,104,-6,0.84,-4,-0.7
C=CCn1c(O)c(C(C)=NCCC2=CCCCC2)c(=O)[nH]c1=O,-12,3,-12,0.2,97,77,1,1.2,31,-0.3
COc1ccc(CN2CCN(Cc3ccccc3)CC2)c(OC)c1,-5,-3,36,0.3,101,102,0,1.2,4,0.2
CC(C)(C)OC(=O)c1c(N)n(Cc2ccco2)c2nc3ccccc3nc12,-27,7,0,0.5,93,101,-1,0.84,-2,-0.1
Cc1c(Cl)cccc1NC(=S)N1CC2CC(C1)c1cccc(=O)n1C2 (configuration not stated),-7,-9,32,0.2,108,104,-4,1,1,0.0
CN1CCCC(C(=O)c2ccccc2)C1 (configuration not stated),18,2,7,-0.1,98,104,3,1,-4,-0.2
Cc1ccc(/C=C2/C(=O)NC(=O)N(CC3CCCO3)C2=O)s1 (configuration not stated),-30,-8,6,nt,107,104,3,1.2,-5,-0.2
COc1ccc(CC2C(=O)NC(=O)NC2=O)c(OC)c1,-1,2,17,2.0,98,102,-3,1,2,0.2
CC(C)(C)NC(=O)C1CC2CCCCC2CN1 (configuration not stated),-5,-3,0,-0.7,104,106,-10,1.1,-6,-0.4
COc1ccccc1N1CCN(Cc2ccccc2F)CC1,9,4,5,-2.1,97,94,-3,1.1,12,0.0
CCOC(=O)c1ccc2c(c1)n(Cc1ccccc1)c(C)[n+]2CC,8,9,41,7.7,91,101,-6,1.1,3,-0.2
Cc1ccc(Sc2ccc(C=C3C(=O)N(C)C(=O)N(C)C3=O)o2)cc1,-7,8,-13,-0.6,92,91,-1,1.2,19,0.2
c1ccc2c(c1)CC1CNCc3cccc(c31)S2 (configuration not stated),-2,5,3,-0.2,96,98,0,1,3,-0.4
CCC(=NCCO)c1c(O)n(-c2ccccc2)c(=O)[nH]c1=O,-17,11,2,-4.0,90,104,-1,1.1,-2,-0.3
C=CCN(CC=C)Cc1c[nH]c2ccccc12,8,0,12,2.7,100,147*,-8,1.2,-46,0.0
CN1CCc2c(C#N)c(Cl)nc(Cl)c2C1,-9,7,-4,0.0,94,96,0,1.6,4,-0.5
COc1cccc(NP(=O)(Oc2ccccc2Cl)Oc2ccccc2Cl)c1,10,-8,-17,-0.1,108,98,1,0.53,5,-0.5
CC(C(=O)Nc1ccc(Br)cc1C(=O)c1ccccc1)N1CCCCC1 (configuration not stated),-5,-7,9,-7.7,106,102,2,0.9,3,-0.3
Cc1ccc(-n2c(O)c(/C=N/NC(=O)c3ccncc3)c(=O)[nH]c2=O)cc1,-2,3,14,-0.2,98,101,-3,1.3,1,-0.2
O=P(O)(O)C#Cc1ccccc1,-3,4,-7,-1.0,95,94,-4,1.2,12,-0.1
Cc1ccc(Cn2nnnc2CN2CCC(n3nnc4ccccc43)CC2)cc1,-1,6,10,-0.2,95,102,-3,1.4,5,-0.4

# Part of the list above in order of length of the SMILES, largest number first:
SMILES,TLR4-MyD88 BLA,STAT1 blocker,APP 5'UTR act,DTT redox prof,STAT1 activator,STAT3 activator,Efa HMGR inh,NF-kB expr up,STAT3 inh,Hsp70 act
Cc1ccc(Sc2ccc(C=C3C(=O)N(C)C(=O)N(C)C3=O)o2)cc1,-7,8,-13,-0.6,92,91,-1,1.2,19,0.2
CC(C(=O)Nc1ccc(Br)cc1C(=O)c1ccccc1)N1CCCCC1 (configuration not stated),-5,-7,9,-7.7,106,102,2,0.9,3,-0.3
CCOC(=O)c1ccc2c(c1)n(Cc1ccccc1)c(C)[n+]2CC,8,9,41,7.7,91,101,-6,1.1,3,-0.2
CCC(=NCCO)c1c(O)n(-c2ccccc2)c(=O)[nH]c1=O,-17,11,2,-4.0,90,104,-1,1.1,-2,-0.3
c1ccc2c(c1)CC1CNCc3cccc(c31)S2 (configuration not stated),-2,5,3,-0.2,96,98,0,1,3,-0.4
CN1CCc2c(C#N)c(Cl)nc(Cl)c2C1,-9,7,-4,0.0,94,96,0,1.6,4,-0.5

# Later entries:
SMILES,TLR4-MyD88 BLA,STAT1 blocker,APP 5'UTR act,DTT redox prof,STAT1 activator,STAT3 activator,Efa HMGR inh,NF-kB expr up,STAT3 inh,Hsp70 act
Cc1ccc(C2(O)CCN3CCCCC32)cc1 (configuration not stated),4,3,-19,-0.4,97,99,-1,0.97,7,-0.4
c1cncc(CNC2CCCC2)c1,-2,-3,4,-0.7,101,99,-7,1.1,3,-0.1
O=C(c1ccccc1)c1cn(CC(=O)N2CCOCC2)c2ccccc12,-3,1,7,1.7,99,102,-3,1,0,0.0
FC(F)(F)c1ccc(CN2CCNCC2)cc1,12,2,5,-0.6,96,103,3,0.88,0,0.1
CCOC(=O)N1CCC(NC(=O)CCc2nc(C3=CCN(C)CC3)no2)CC1,8,1,16,2.2,99,103,-2,1.4,0,-0.4
COc1ccc(C2C(C(=O)N3CCC4(CC3)OCCO4)CC(=O)N2c2ccc(OC)cc2)cc1 (configuration not stated),-11,1,14,-0.5,98,105,3,0.92,-2,-0.4
COc1cc(CN2CCN(C(=O)COc3ccccc3)CC2)cc(OC)c1OC,-15,4,2,1.4,96,101,2,1.3,2,0.2
CCCCCCn1c(N)c(C(=O)NCCN2CCOCC2)c2nc3ccccc3nc21,-19,-5,-11,1.7,104,94,-1,0.42,13,-0.3
Cc1nn(C)cc1/C=C1/CC2C3CC=C4CC(O)CCC4(C)C3CCC2(C)C1=O (configuration not stated),13,4,15,0.7,100,103,nt,nt,-2,0.2
CN(C)C(Cc1ccc(Cl)cc1)C(=O)c1ccccc1 (configuration not stated),4,-8,26,0.0,107,97,1,1.3,9,-0.4
CCOC(=O)C1CCN(/C=C2/C(=O)NC(=O)N(c3ccc(OCC)cc3)C2=O)CC1,6,2,17,0.1,98,102,3,1.1,2,-0.3
CCN(CC)c1nc2c(C)cccn2c(=O)c1C=C1C(=O)NC(=O)NC1=O,1,-6,2,0.0,104,103,6,1,-1,-0.1
c1ccc2c3c(ccc2c1)OCC1CONC31 (configuration not stated),-5,-6,7,-1.4,106,98,-6,1,5,-0.1
CC1(C)CC(=O)C(C=NCCN2CCN(C(=O)Cc3ccc(F)cc3)CC2)=C(O)C1,7,34*,-15,0.3,67,104,-2,1.1,0,-0.1
CN1C(=O)c2ccccc2Sc2ccc(C(=O)N3CCC4(CC3)OCCO4)cc21,3,5,-3,0.9,95,102,-2,1.1,7,-0.3
CN(C)C(=O)Oc1ccc(-c2cn3cc(C(F)(F)F)ccc3n2)cc1,-7,-43,31,-0.1,138*,79,-2,2.2,28,0.2
O=Cc1cn(CCCOc2ccccc2)c2ccccc12,9,11,5,0.2,90,93,-8,0.91,8,-0.3
